Source: PubChem BioAssay (several laboratories)
NR1D1 modulator – modulates human Rev-erb alpha binding to DNA; P20393; Rev-erbα–FITC-DNA binding, fluorescence polarization, 90 min; activity, % at 10 µM; actives 0.79% (n = 370,000); AID 1259318;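 active means activity above about 14%, limit read from the data; passing the limit was not always enough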;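 further: 0% = DMSO wells with 35 nM protein and 100% = DMSO wells with 750 nM protein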
MBD2 DNA inh – blocks human MBD2 binding to methylated DNA | actives 0.31% (n = 370,000) | inhibition, % at 4.4 µM | TR-FRET, MBD2 binding to methylated oligonucleotide | Q9UBB5; in the data active means inhibition above about 13%
Target sequence (Q9UBB5 whole entry, looked up): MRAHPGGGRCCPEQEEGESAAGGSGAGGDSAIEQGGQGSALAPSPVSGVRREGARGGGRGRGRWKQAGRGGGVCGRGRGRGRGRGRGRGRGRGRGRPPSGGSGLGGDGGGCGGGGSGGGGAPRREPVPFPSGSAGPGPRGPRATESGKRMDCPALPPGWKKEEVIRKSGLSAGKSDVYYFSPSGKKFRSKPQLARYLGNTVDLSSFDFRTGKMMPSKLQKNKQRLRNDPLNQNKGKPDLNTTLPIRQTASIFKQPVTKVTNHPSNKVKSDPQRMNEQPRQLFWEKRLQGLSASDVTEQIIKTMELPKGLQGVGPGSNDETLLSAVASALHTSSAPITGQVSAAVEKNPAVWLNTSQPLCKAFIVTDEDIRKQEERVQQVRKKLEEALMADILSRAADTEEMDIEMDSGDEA
PLC-gamma1 inh – blocks human PLC-gamma1 enzyme activity; P19174; purified PLC-gamma1, fluorogenic substrate, fluorescence; inhibition, % at 12.2 µM; actives 0.84% (n = 370,000); AID 720700; in the data active means inhibition above about 9.5%
ssDAF-12 act – activates DAF-12 receptor from parasite S. stercoralis; actives 1% (n = 370,000); activation, % at 6.8 µM; HEK293 ssDAF-12/GRIP1 lit1-tk-luc reporter, luminescence; % of 3 µM dafachronic acid response;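 active means activation above the mean over all tested compounds plus 3 SD, cut at about 0.9% in these data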;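 further: 0% = DMSO-only wells and 100% = 3 µM delta7-dafachronic acid wells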
ADAM17 inh – ADAM17 inhibition, QFRET primary screen; P78536; recombinant ADAM17, EDANS/DABCYL FRET peptide cleavage; inhibition, % at 6.95 µM; actives 0.83% (n = 370,000);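 active means inhibition above the mean of compounds lying between control limits plus 3 SD, set per campaign, cut at about 8.5% in these data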;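 further: 0% = DMSO-only wells as the low control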
Target sequence (P78536 215-824 limits assumed): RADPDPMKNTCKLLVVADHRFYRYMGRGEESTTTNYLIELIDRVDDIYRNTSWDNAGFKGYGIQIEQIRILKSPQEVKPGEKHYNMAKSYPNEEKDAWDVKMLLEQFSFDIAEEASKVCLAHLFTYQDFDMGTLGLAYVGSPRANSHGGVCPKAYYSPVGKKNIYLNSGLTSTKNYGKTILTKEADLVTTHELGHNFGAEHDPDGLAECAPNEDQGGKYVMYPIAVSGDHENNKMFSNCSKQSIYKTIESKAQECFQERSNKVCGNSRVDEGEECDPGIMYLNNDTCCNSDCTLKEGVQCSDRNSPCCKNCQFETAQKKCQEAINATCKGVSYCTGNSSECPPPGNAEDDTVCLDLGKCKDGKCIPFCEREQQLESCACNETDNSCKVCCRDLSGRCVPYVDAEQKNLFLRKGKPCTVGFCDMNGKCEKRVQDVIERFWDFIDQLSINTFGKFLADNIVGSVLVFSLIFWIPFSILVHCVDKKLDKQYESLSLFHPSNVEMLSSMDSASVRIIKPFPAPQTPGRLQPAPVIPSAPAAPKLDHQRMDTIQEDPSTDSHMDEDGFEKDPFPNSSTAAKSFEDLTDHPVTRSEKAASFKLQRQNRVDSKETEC
hcDAF12 agonist – activates DAF-12 receptor from parasite H. contortus. HEK293 hcDAF-12 lit1-tk-luc reporter, luminescence; 0% DMSO, 100% Δ7-dafachronic acid. activation, % at 6.8 µM. actives 1.4% (n = 370,000). AID 652067;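 active means activation above the mean of all tested compounds plus 3 SD, cut at about 5.5% in these data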;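 further: 100% = response to 3 µM Δ7-dafachronic acid high control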
DAX1 inh-1 – blocks DAX1 repression of SF-1 activated StAR promoter | HEK293T StAR-luciferase reporter, SF-1/DAX-1 repression relief | inhibition, % at 6.8 µM | actives 1.1% (n = 370,000) | AID 652010;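 active means inhibition above the mean over all tested compounds plus 3 SD, cut at about 3.6% in these data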;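 further: 0% = DAX-1 cells with DMSO and 100% = cells lacking DAX-1 with DMSO; higher inhibition means more luminescence from relief of DAX-1 repression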
hgDAF-12 ag – activates the H. glycines DAF-12 receptor ligand-binding domain; HEK293 GAL4-hgDAF12 UAS-luciferase reporter, agonist luminescence; normalized to butyrate control; activation, % at 6.8 µM; actives 1.8% (n = 370,000);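 active means activation above a cutoff set at the mean of all screened compounds plus 3 SD, cut at about 10% in these data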;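 further: 0% = DMSO wells and 100% = sodium butyrate wells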
DAX1 inh-2 – NR0B1 (DAX1) inhibition | actives 0.99% (n = 340,000) | inhibition, % at 6.75 µM | HEK293 Gal4-DAX1 luciferase reporter, luminescence | P51843 | AID 504766;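 active means inhibition above the mean over all tested compounds plus 3 SD, cut at about 4.2% in these data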;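 further: 0% = DAX1-transfected cells with DMSO and 100% = empty-vector control cells with DMSO; inhibition shows as a rise in luminescence from relieved DAX1 repression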
SMARCA2 act – activators of SMARCA2 function | MG213 cells, MMTV-luciferase reporter, dexamethasone, overnight | AID 652017 | activation, % at 9.1 µM | actives 1% (n = 370,000); in the data active means activation above about 7.8%;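 further: 0% = vehicle wells and 100% = reference activator wells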
PLC-beta3 inh – PLC-beta3 (human) inhibition, primary screen; Q01970; Purified PLC-beta3, fluorogenic substrate, fluorescence; inhibition, % at 12.2 µM; actives 0.18% (n = 370,000); AID 720704; in the data active means inhibition above about 11%;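 further: 0% = median of compound wells on plate and 100% = full blocker control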
* marks the source's active call; other numbers are inactive results; . = no result given.

SMILES	NR1D1 modulator	MBD2 DNA inh	PLC-gamma1 inh	ssDAF-12 act	ADAM17 inh	hcDAF12 agonist	DAX1 inh-1	hgDAF-12 ag	DAX1 inh-2	SMARCA2 act	PLC-beta3 inh
CN1CCN(C(=O)c2ccc(CSc3ccc(Cl)cc3)cc2)CC1	-8	1	1	-2.4	0	-3.0	-0.9	-3.0	-1.6	-4	1
CCN(CCCNC(=O)CCCOc1cc(=O)n(C)c2ccccc12)Cc1ccccc1	-1	-1	2	-0.7	0	0.5	0.1	0.0	1.0	1	-1
CC(=O)Nc1cc(-c2ccccc2F)cn2c(-c3cccc(C(F)(F)F)c3)cnc12	2	-3	-18	-0.6	-7	-0.9	-1.3	-1.4	.	-1	-27
O=C(c1ccc2nc(Cc3cccc(Cl)c3)oc2c1)N1CCC(CO)CC1	3	-1	-3	-1.1	0	-1.9	-0.2	0.4	-0.2	-3	-4
CCCCNC(=O)c1[nH]c(C2CCNCC2)nc1-c1cccc(C(F)(F)F)c1	-6	0	-2	-0.9	-4	-1.5	-0.1	0.3	.	-3	2
COc1ccc(CNC(C)C2COc3ccccc3O2)c(OC)c1 (stereo not drawn)	1	5	1	-0.8	-2	1.2	-0.5	0.8	0.9	-1	2
Clc1ccc(COc2ccccn2)c(Cl)c1	2	0	3	-1.4	-3	-2.7	-0.4	1.2	-0.5	-1	-3
COc1ccc(-c2csc(NC(=O)CSc3nc(C)cs3)n2)cc1	0	-3	1	-1.5	1	1.2	0.6	5.8	1.4	2	-3
O=C(NC(=S)Nc1cccc2cc(O)ccc12)c1ccco1	-7	0	-7	-0.8	-2	1.8	-1.7	-1.0	0.3	-3	-16
Cc1cc(C)n(CC(=O)N2CCCC(C(=O)c3cccc(OC(C)C)c3)C2)n1 (stereo not drawn)	1	-3	-2	-0.8	-5	-0.8	-0.4	-0.5	0.6	-4	0
COc1ccc(N2CC(C(=O)N[C@@H](C)C(=O)NC3CCCCC3)CC2=O)cc1 (stereo partly drawn)	-9	7	-3	-0.6	-4	-1.9	0.0	3.6	1.1	-3	-8
COc1ccc(CN2C(=O)CSCC2(C)C(=O)Nc2c(C)cccc2C)cc1 (stereo not drawn)	-2	-6	1	-0.8	3	-0.3	0.6	3.3	.	2	-5
O=[N+]([O-])c1cc([N+](=O)[O-])c(Oc2cc(F)cc(F)c2F)cc1NN1CCCCC1	1	-2	8	-1.6	4	-1.0	-0.1	0.1	2.1	0	6
Cc1ccc(NC(=O)COC(=O)CC2CCCC2)cc1F	-1	-1	-3	-0.9	0	-0.4	-0.5	-0.5	2.9	2	-4
Cc1ccc2[nH]c3c(=O)n(Cc4ccccn4)cnc3c2c1	-1	2	0	-0.5	-43	-0.2	-0.2	2.0	0.5	1	-8
Cc1ccc(C(=O)NCC(=O)OCC(=O)N2CCCc3ccccc32)cc1	3	-5	-2	-1.0	2	1.5	0.5	-1.8	-1.1	-3	2
Cc1cc2ccccc2c(=O)n1CC(=O)NCC(=O)N1CCN(c2ccccc2)CC1	-10	-8	-7	-1.7	-3	-1.6	0.0	0.6	-0.6	-1	0
O=C(Nc1ccc(Oc2cccnc2)cc1)c1ccc([N+](=O)[O-])cc1	-3	-3	-2	-1.8	-2	-2.2	-1.4	-2.4	-1.6	-2	-3
CCOC(=O)C1(Cc2ccccc2C)CCCN(C(=O)c2ccc3nccnc3c2)C1 (stereo not drawn)	-3	0	2	-1.4	0	-2.1	-3.3	-4.4	-1.1	2	-3
CCN(CC)S(=O)(=O)c1ccc(C)c(N=C=S)c1	0	4	0	-1.2	-5	0.2	-0.5	-1.5	-0.1	-3	3
Cc1cc(NC(=O)CCCN2C(=O)/C(=C/c3ccccc3Cl)SC2=S)no1	2	4	-3	-1.4	1	-1.6	0.4	-2.4	0.7	-3	-7
Cc1cccc(N2N=C(C(=O)N3CC(=O)Nc4ccccc43)CCC2=O)c1	1	-3	-3	-1.0	-2	3.4	0.0	4.3	3.0	2	-7
O=C(CCc1ccccc1)Nc1ccccc1	-4	-5	4	0.0	-5	-0.1	0.6	2.0	0.8	1	2
Nc1nc2ccccc2n1C(=O)c1ccc(F)cc1	1	-3	-4	-0.2	1	5.5	3.9*	10.0	-2.5	2	-3
Cc1cc(Cn2nnnc2-c2ccncc2)cc(C)c1O	6	0	2	-1.3	0	-2.2	-0.3	-2.4	-0.8	3	-5
CC1(C(=O)N/N=C/c2ccc([N+](=O)[O-])o2)CC1(Br)Br (stereo not drawn)	5	-3	-12	-0.3	-6	-1.4	-2.3	-4.9	-1.8	-1	-16
COCCNC(=O)C(C)Oc1ccc(Cl)cc1Cl (stereo not drawn)	-3	1	1	-1.1	-3	-0.8	-0.3	0.6	-0.4	-1	3
Cc1ccc(NC(=O)CN(C)C(=O)c2ccc(NS(=O)(=O)c3cccc([N+](=O)[O-])c3)cc2)cc1	0	1	1	-1.3	2	-0.1	1.2	-0.7	0.3	-1	-3
CCOC(=O)N1CCN(C(=O)C[C@@H]2C(=O)N(Cc3ccc(OC)cc3)/C3=C/CCCCC[C@@]32C(=O)OCC)CC1	7	-3	1	-1.6	-1	-2.0	-0.4	0.8	.	-4	-4
Cc1cc(NC(=O)CN2CCN(S(=O)(=O)c3ccc(Cl)cc3)CC2)no1	-2	-3	-1	-1.1	-3	-1.2	0.0	-0.5	0.1	-2	-2
CCC(C)NC(=O)c1ccc(CSc2nc3ccncc3n2Cc2ccc(F)cc2)cc1 (stereo not drawn)	0	-3	3	-1.0	3	-2.4	0.3	2.9	1.4	-3	3
Cc1cc(NS(=O)(=O)c2ccc(C(C)C)cc2)no1	1	4	1	-1.1	-4	0.1	-0.2	1.2	1.0	-1	-6
Cc1ccc(NC(=O)C(C)N2C(=O)c3ccccc3C2=O)cc1S(=O)(=O)N1CCOCC1 (stereo not drawn)	0	1	1	-0.5	-1	-0.5	-0.5	0.6	0.2	0	0
CCOc1ccccc1NC(=O)Nc1ccc(Br)cn1	-7	5	-2	-0.1	-2	0.9	-0.2	3.9	-0.2	1	0
Cc1cc(NC(=O)c2ccco2)ccc1NC(=O)Cc1cccs1	-1	-4	7	-0.8	4	0.5	0.3	3.1	0.8	2	9
COc1ccc(C(=O)NCC(=O)NCC(=O)OCc2ccc(Cl)cc2)cc1	5	0	0	-1.2	-7	-1.5	-0.2	-0.4	-0.9	-2	-6
COc1ccccc1N(CC(=O)N1CCN(c2ccc(F)cc2)CC1)S(=O)(=O)c1ccc(C)cc1	-1	-3	1	-0.6	-3	-1.0	-1.3	-2.0	-0.2	2	-4
C/C(=N\NC(=O)Cc1ccc([N+](=O)[O-])cc1)c1cccnc1	6	-3	0	-1.4	-3	-2.5	-0.1	0.3	0.1	1	-7
CN1C(=O)N(C)C2C1NC(=O)N2C (stereo not drawn)	-6	-3	1	-1.1	-3	-0.5	-0.5	-1.0	-0.1	3	3
Cc1ccc(Cn2c(C)c(C(=O)NCC(C)C)sc2=O)cc1	4	-6	1	-1.0	0	-1.6	-0.2	4.4	.	-2	3
CCSc1nnc(NC(=O)c2cc(-c3ccc(C)c(C)c3O)n[nH]2)s1	-2	-3	-1	-0.8	0	-1.4	0.3	-1.4	-0.2	1	0
CC(C)(C)N(Cc1ccccc1)C(=O)COC(=O)CCN1C(=O)C2CC=CCC2C1=O (stereo not drawn)	-2	5	-3	-0.2	2	1.4	0.8	1.6	-0.3	-1	-13
CC(C)NC(=S)N1CCn2c(nc3ccccc32)C1	2	4	-1	-1.7	-4	-1.9	-0.3	-0.8	-0.4	-1	0
O=C(OCCCN=C1NS(=O)(=O)c2ccccc21)c1cccs1	5	-6	1	-1.3	2	-1.0	0.1	2.0	-0.5	4	-1
CC(C)C(=O)Nc1ccc(N2CCN(S(C)(=O)=O)CC2)cc1	-4	-5	0	-0.8	-3	-3.0	-0.2	-0.4	0.7	-1	3
Cc1nnc(SC2CC(=O)N(c3ccccc3)C2=O)s1 (stereo not drawn)	2	3	6	-0.8	0	-0.3	0.1	-0.8	0.8	-1	-1
Cc1ccc(Cn2cc(CN3[C@H](C)COc4cc(Br)ccc4S3(=O)=O)nn2)cc1	1	-1	2	-1.5	-2	-1.9	-0.8	-1.2	.	2	2
COc1cccc(C2=CC(=O)C[C@H](c3ccc(F)cc3)C2)c1	1	5	-71	-1.7	-4	-2.0	-0.5	2.1	0.5	0	-108
O=C(CCCCCBr)N1CCC(CC2CC(c3ccc(Cl)cc3)=NO2)(C(=O)NCC2CCCCC2)CC1 (stereo not drawn)	2	2	3	-1.2	0	-0.6	-0.5	-1.1	0.2	0	2
CCOC(=O)Cc1cc(OC)c(OC)cc1Cc1cc(OC)c(OC)cc1CC(=O)OCC	0	-5	0	-0.4	-3	-1.0	0.1	-0.7	-1.3	-4	-1

The results go on:
SMILES	NR1D1 modulator	MBD2 DNA inh	PLC-gamma1 inh	ssDAF-12 act	ADAM17 inh	hcDAF12 agonist	DAX1 inh-1	hgDAF-12 ag	DAX1 inh-2	SMARCA2 act	PLC-beta3 inh
CCCNC(=O)C(Cc1ccccc1F)NC(=O)c1ccccn1 (stereo not drawn)	-8	-1	1	-1.1	-3	-0.6	0.5	0.1	0.8	0	3
CCOc1ccc(N2CC(C(=O)NCCN3C(=O)S/C(=C\c4cccnc4)C3=O)CC2=O)cc1 (stereo not drawn)	-4	0	5	-0.7	0	0.7	-0.7	-2.0	0.8	-1	-3
O=C(O)c1cc2ccccc2c2cc(Br)ccc12	0	-1	2	-1.4	-4	0.3	0.5	-1.5	0.8	1	-8
Cn1c(-c2cccc3ccccc23)n[nH]c1=S	-1	3	0	-1.6	-2	-1.5	0.3	-1.1	3.7	-3	-1
CN(c1ccccc1)S(=O)(=O)c1ccc2[nH]c(=O)[nH]c2c1	-8	7	-1	-1.5	-3	-0.8	0.2	-1.4	0.9	0	-5
Cc1cc(NC(=O)/C(C#N)=C\c2ccc(-c3ccc(SC(F)F)cc3)o2)n(-c2ccccc2)n1	-6	-1	-3	-1.7	-2	0.1	2.0	0.6	1.3	-3	-16
CCCCN(Cc1ccccc1)C(=O)C1CCN(Cc2sccc2C)CC1	10	6	2	-1.4	4	-4.1	-0.7	-3.2	-1.1	-4	1
CC(C)C(=O)Nc1cccc(-c2nc3ccccc3c(=O)o2)c1	2	6	-2	-1.4	-7	-1.9	-0.1	0.6	-1.6	0	-3
COc1ccccc1CC(NC(C)=O)C(=O)N1CCN(C(=O)c2cccs2)CC1 (stereo not drawn)	2	1	0	-1.2	-4	-1.4	0.0	-0.2	1.2	-1	-1
COc1ccc(S(=O)(=O)NCc2ccc(C(=O)NCc3cccnc3)cc2)cc1	-5	1	1	-2.5	-1	-0.4	0.0	0.6	.	-2	-3

An unsorted share of the library, and some 7.4% of all compounds hit somewhere here.
